High-throughput results as filed in PubChem BioAssay.
a7 integrin act = qHTS for Activators of Integrin-Mediated Alleviation for Muscular Dystrophy; alpha7betagal myoblasts, beta-gal FDG fluorescence, 48 h; Potency, µM (highest dose often 38.3 µM), for inactives: at the highest dose activation, usual class: activators; actives 0.064% (n = 350,000); AID 624291, 2012;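 further: potency means the concentration at half of the fitted maximal effect; 100% = response of the positive control SU9516; nearly all actives have a fitted effect of over 60% in size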
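Alpha7betagal+/- myoblasts (passage 13) were plated 16-24 hr, then exposed to compounds (1:260 dilution of DMSO stock) for 48 hours at 37C. After MPER lysis, β-galactosidase reporter activity was read as FDG fluorescence (ex 480/em 540) after 30 minutes.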
CXXC DNA block = qHTS Fluorescence Polarization Assay for Inhibitors of MLL CXXC domain - DNA interaction. Histone-lysine N-methyltransferase 2A (Homo sapiens), Q03164. MLL-CXXC / FITC-HOXA9 DNA fluorescence polarization. Potency, µM (doses to about 115 µM), for the others: at the highest dose activity change, negative = inhibition, actives largely listed as inhibitors. actives 0.037% (n = 290,000); active means well fitted inhibition curve with a large enough effect in the polarisation, with a control signal flat, not every such curve was filed as active; inconclusive means small, poorly fitted or top-dose-only effect, or effect the other way, or a change in a side signal; inactive means no such curve, though single readings can be large or run the other way; the % refers to the polarisation; further: potency means the concentration at half of the fitted maximal effect
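Steps: dispense CXXC domain solution (7 uM) → pin compounds or unlabeled HOX-A9 DNA control → 5 min ambient → add FLSN-HOX-A9 solution (50 nM) → spin → 30 min ambient → fluorescence polarization. Tris pH 7.5/NaCl/DTT/BSA buffer.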
TSG101-PTAP inh = qHTS Assay for Iinhibitors of HIV-1 Budding by Blocking the Interaction of PTAP/TSG101 | AID 493005, 2010 | Fluorescence polarization, FITC-PTAP peptide / Tsg101 binding | Potency, µM (top dose mostly 115 µM), inactives show at the top dose activity change, negative = inhibition, most hits filed as inhibitors | 340,000 tested, under 10 active | Tumor susceptibility gene 101 protein (Homo sapiens), Q99816; active means well fitted inhibition curve with a large enough effect in the main read-out, with a control signal flat, not every such curve was filed as active; inconclusive means small, poorly fitted or top-dose-only effect, or effect the other way, or a change in a side signal; inactive means no such curve, though single readings can be large or run the other way; further: potency means the concentration at half of the fitted maximal effect; % of control where 0% means no effect
Target sequence (Q99816 whole entry, looked up): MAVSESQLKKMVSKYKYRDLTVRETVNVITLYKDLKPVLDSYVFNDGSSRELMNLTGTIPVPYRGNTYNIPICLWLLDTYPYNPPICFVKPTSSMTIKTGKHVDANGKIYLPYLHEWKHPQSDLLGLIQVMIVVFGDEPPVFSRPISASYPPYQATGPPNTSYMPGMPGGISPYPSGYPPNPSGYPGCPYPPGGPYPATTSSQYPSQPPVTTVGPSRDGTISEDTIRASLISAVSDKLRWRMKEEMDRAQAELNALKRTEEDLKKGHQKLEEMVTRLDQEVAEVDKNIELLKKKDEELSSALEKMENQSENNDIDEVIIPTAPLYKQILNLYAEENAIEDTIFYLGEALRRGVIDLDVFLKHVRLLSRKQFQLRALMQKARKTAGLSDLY
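FP read-out: FITC-PTAP peptide, 50 nM final, binding Tsg101 binding domain, 10 uM final; 20 min, r.t.; 10 mM HEPES pH 7.5, 0.15 M NaCl, 0.01% Tween 20, 3 mM EDTA, 0.1 mM TCEP.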
p53 reactivator = qHTS assay for re-activators of p53 using a Luc reporter | H1299 p53-A138V BP100-luciferase reporter, luminescence, 24 h | Potency, µM (highest dose often 92.2 µM), inactives show at the highest dose activity change, positive = activation, actives largely listed as activators | actives 0.063% (n = 320,000); further: potency means the concentration at half of the fitted maximal effect; % of control where 0% means no effect; nearly all actives have a fitted effect of over 45% in size
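p53-null H1299 cells stably carrying temperature-sensitive p53-A138V and a BP100-luciferase reporter were pinned with compounds (4-point, 1:5 series) and held 24 hrs at 37 deg C. Luminescence was read 10 min after detection reagent.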
TRPV1 agonist = HTS Assay for Compounds that Act as Agonists of the Vanilloid Receptor 1. Transient receptor potential cation channel subfamily V member 1 (Homo sapiens), Q8NER1. TRPV1-expressing cells, Fluo-8 calcium influx, agonist mode. activation, % at 8.33 µM. actives 0.19% (n = 320,000). AID 540275, 2011; in the data active means activation above about 80%; inconclusive means between about 30% and that limit; further: 0% is about no effect
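Fluo-8 calcium influx in TRPV1-expressing cells, kinetic read (ex 480/em 520 nm). Compound added and read 3 min for agonist activity, followed by capsaicin at EC20 final and 2 min further read for enhancement.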
B2AR arrestin = qHTS assay of beta-arrestin-biased ligands of beta2-adrenergic receptor | Beta-2 adrenergic receptor (Homo sapiens), P07550 | AID 492947, 2010 | Potency, µM (titrated, usually from 46.1 µM), for inactives: at the top dose activation, actives largely listed as activators | actives 0.02% (n = 330,000) | beta-arrestin recruitment to beta2AR, cell-based reporter;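 further: potency means the concentration at half of the fitted maximal effect; 0% = DMSO controls and full agonism = EC100 isoproterenol or metaproterenol; nearly all actives have a fitted effect of over 65% in size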
Target sequence (P07550 whole entry, looked up): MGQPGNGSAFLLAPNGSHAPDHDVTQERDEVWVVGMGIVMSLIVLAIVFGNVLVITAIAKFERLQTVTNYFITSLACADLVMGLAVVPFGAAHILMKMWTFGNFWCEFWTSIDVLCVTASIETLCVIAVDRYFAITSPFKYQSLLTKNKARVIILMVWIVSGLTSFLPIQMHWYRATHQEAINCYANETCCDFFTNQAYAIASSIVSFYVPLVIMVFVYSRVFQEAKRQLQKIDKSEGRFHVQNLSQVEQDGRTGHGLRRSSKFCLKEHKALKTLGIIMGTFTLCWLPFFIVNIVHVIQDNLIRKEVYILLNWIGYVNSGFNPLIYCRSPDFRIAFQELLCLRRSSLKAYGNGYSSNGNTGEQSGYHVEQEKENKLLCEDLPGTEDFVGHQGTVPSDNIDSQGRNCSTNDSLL
ELG1 repair inh = qHTS screen for small molecules that inhibit ELG1-dependent DNA repair in human embryonic kidney (HEK293T) cells expressing luciferase-tagged ELG1; Potency, µM (titrated, usually from 46.1 µM), without a hit: at the top dose activity change, negative = inhibition, most hits filed as inhibitors; AID 504467, 2011; actives 2.3% (n = 330,000); HEK293T ELG1-luciferase reporter, luminescence, 16 h; DNA damage induced by 5-fluorouridine; further: potency means the concentration at half of the fitted maximal effect; on the % scale 0 is the no-effect control and ±100 the full control effect; nearly all actives have a fitted effect of over 55% in size
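Quantitative HTS, concentration-response format. 2,000 cells/well co-treated with 5-fluorouridine and compound, 16 hr in 5% CO2 at 37 °C; ONE-Glo luminescence read after 30 min.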
A-T KAP1 phos = qHTS Assay for Identifying a Potential Treatment of Ataxia-Telangiectasia; actives 0.19% (n = 320,000); […] A-T fibroblasts, KAP-1 phosphorylation AlphaLISA; neocarzinostatin DNA damage 30 min before lysis; Potency, µM (highest dose often 57.5 µM), inactives show top-dose activation, hits mostly activators; further: potency means the concentration at half of the fitted maximal effect; % of control where 0% means no effect; nearly all actives have a fitted effect of over 45% in size
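ATM-like activity read as KAP-1 phosphorylation via AlphaLISA donor/acceptor antibody pairs after lysis and 6 hr at 25C. Cells were ATM-null patient fibroblasts ([…], hTERT), dosed 60 min, then exposed to the DSB inducer NCS for 30 min.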
BRCA1 expr up = qHTS Assay to Identify Small Molecule Activators of BRCA1 Expression; actives 1.1% (n = 380,000); AID 624202, 2012; MCF7-BRCA1-FFLuc reporter, luminescence, 48 h; response scale: scaled: vehicle 0%, 10 µM genistein 100%; Potency, µM (doses to about 46.1 µM), without a hit: at the top dose activation, usual class: activators; further: potency means the concentration at half of the fitted maximal effect; nearly all actives have a fitted effect of over 80% in size; some results filed as inactive show a strong effect at the top dose
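Quantitative HTS in MCF7 cells stably reporting BRCA1 expression via firefly luciferase. Compound treatment lasts 48 h at 37 °C in phenol-red free MEM. Activation is expressed relative to genistein at 10 microM and DMSO.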
TCR activator = Activators of T cell receptors: qHTS campaign. primary human leukocytes, anti-CD3, IL-2 HTRF, 48 h. 330,000 tested, under 10 active. Potency, µM (titrated, usually from 9.22 µM), inactives show at the top dose activation of IL-2 secretion, hits mostly activators; further: % of control where 0% means no effect
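Compounds are tested in HTS on primary human leukocytes co-incubated with a-CD3 beads for 48 hr. IL-2 output is measured by time-resolved FRET.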
* = called active by the depositor; ? = inconclusive; . = no result given; [ ] = remark or other dose. Unless noted, the call rests on the fitted dose curve; in most records, active means well fitted curve in the direction sought with a large enough effect; inconclusive means small, poorly fitted or top-dose-only effect, or another doubt; inactive means no such curve, though single readings can be large; an effect the other way counts as inactive or inconclusive.

SMILES	a7 integrin act	CXXC DNA block	TSG101-PTAP inh	p53 reactivator	TRPV1 agonist	B2AR arrestin	ELG1 repair inh	A-T KAP1 phos	BRCA1 expr up	TCR activator
CCOC(=O)C1CCN(CCC(=O)Nc2cccc(C)c2)CC1	8%	?	-7%	2%	-1	-0.1%	13%	-1%	-3%	-3%
CCN(C(=O)c1cccc(S(=O)(=O)N(C)C)c1)C12CC3CC(CC(C3)C1)C2	-34%	15%	-5%	5%	17	-0.5%	?	14%	-45%	0%
O=C(NC1CCCCC1)c1cc2nc(-c3ccco3)cc(C(F)(F)F)n2n1	-9%	1%	-1%	0%	2	0.3%	3%	11%	-15%	0%
COc1ccc(C)c2sc(N(CCN(C)C)C(=O)/C=C/c3cccs3)nc12	-68%[inhibitor]	1%	-2%	11%	4	0.5%	?	-15%	-33%	-1%
CSc1ccc(Cl)c(C(=O)Nc2ccc(OCC(N)=O)cc2)c1	14%	-12%	-1%	14%	10	0.1%	6%	2%	-6%	-4%
C=C(C)C(=O)Nc1cccc(C2=NOC3(C2)C[C@H](C(N)=O)N(C(=O)CC#N)C3)c1 (stereo not given in full)	-3%	-6%	-3%	-2%	-2	0.0%	0%	16%	14%	-5%
CCOc1ccc(Oc2c(/C=N/NC(C)=O)c(C)nn2-c2ccccc2)cc1	-7%	5%	-3%	-9%	-3	-0.7%	?	5%	-40%	-1%[46.1 µM]
Cc1ccc(Cl)cc1N1CCN(S(=O)(=O)c2cnc[nH]2)CC1	3%	0%	0%	-5%	0	0.0%	5%	?	-18%	1%
Cc1cc(C)c2c(N)c(C(=O)NCC3CCCCC3)sc2n1	-23%	0%	-4%	28%	-5	0.3%	?	9%	?	3%
COC(=O)CCC(=O)OC1(C)C(=O)C2=CN(CCCOC(C)C)C(c3ccc(OC)cc3)=CC2=C(Br)C1=O (stereo not given)	-5%	-6%	-20%	-3%	6	0.4%	-1%	6%	-6%	2%
CCCCc1noc2c1/C(=N\O)CC(c1ccccc1)C2 (stereo not given)	-9%	6%	-4%	6%	1	-0.4%	0%	10%	45%	2%
CCOC(=O)c1c(C2CC2)csc1NC(C)=O	3%	1%	-5%	-2%	-5	-0.4%	28%	2%	-2%	9%
O=C(O)c1ccccc1CSc1nc2ccccc2n1Cc1ccccc1C(=O)O	?	-3%	0%	-2%	3	0.8%	9%	-1%	11%	8%
COc1cccc(CN(Cc2ccco2)C(c2ccc(F)cc2)c2nnnn2C(C)(C)C)c1 (stereo not given)	-11%	-6%	-2%	16%	1	-0.2%	-7%	20%	-33%	0%
Cc1cc(C)c(NC(=S)NC(NC(=O)c2ccccc2)C(Cl)(Cl)Cl)c(C)c1 (stereo not given)	5%	4%	0%	1%	-1	?	?	17%	-80%[inhibitor]	11%[46.1 µM]

Profiles, looked up by structure. Order of screens: a7 integrin act, CXXC DNA block, TSG101-PTAP inh, p53 reactivator, TRPV1 agonist, B2AR arrestin, ELG1 repair inh, A-T KAP1 phos, BRCA1 expr up, TCR activator
Results for COc1ccc(C)c2sc(N(CCN(C)C)C(=O)/C=C/c3cccs3)nc12 → -68%[inhibitor], 1%, -2%, 11%, 4, 0.5%, ?, -15%, -33%, -1%
Results for O=C(O)c1ccccc1CSc1nc2ccccc2n1Cc1ccccc1C(=O)O → ?, -3%, 0%, -2%, 3, 0.8%, 9%, -1%, 11%, 8%

(further entries)
SMILES	a7 integrin act	CXXC DNA block	TSG101-PTAP inh	p53 reactivator	TRPV1 agonist	B2AR arrestin	ELG1 repair inh	A-T KAP1 phos	BRCA1 expr up	TCR activator
O=C(CN(Cc1ccc(Cl)cc1)C(=O)c1csnn1)NCc1ccccc1	-25%	5%	-3%	-2%	9	0.3%	-9%	-1%	-12%	15%
CONc1nc2nonc2nc1NOC	-6%	-1%	-1%	0%	-1	-0.6%	-5%	-5%	0%	2%[46.1 µM]
CC(C)OCCCNC(=O)C1CCC(=O)N1C(C)C (stereo not given)	30%	-4%	-3%	16%	0	0.0%	-1%	3%	19%	0%
COc1ccc(S(=O)(=O)N2CCCCC2)cc1NC(=O)Cc1cccs1	25%	.	-4%	-5%	1	-0.2%	-16%	5%	-30%	-12%
CCc1ccc(NC(=S)NCc2cccnc2)cc1	26%	-7%	-1%	4%	.	0.0%	0%	8%	11%	5%
CC(=O)Nc1ccc(S(=O)(=O)N[C@@H](C)C(=O)N2CCN(c3ccccn3)CC2)cc1	12%	.	1%	.	.	.	.	.	-7%	0%
O=C(N/N=C/c1ccc[nH]1)c1ccccc1OCc1ccc(F)cc1	13%	-13%	0%	-1%	14	-0.2%	-2%	-27%	-33%	-2%
CCc1cccc(OCC2Cn3c(nc4c3c(=O)n(C)c(=O)n4C)O2)c1 (stereo not given)	28%	-6%	-5%	13%	1	-0.5%	?	8%	-17%	1%
O=C(CCS(=O)(=O)c1ccc(Br)s1)NC1CCCCCC1	7%	5%	-6%	-1%	19	0.1%	11%	7%	8%	2%

Looked up above:
COc1ccc(S(=O)(=O)N2CCCCC2)cc1NC(=O)Cc1cccs1 in ELG1 repair inh is entered as -16%
CC(=O)Nc1ccc(S(=O)(=O)N[C@@H](C)C(=O)N2CCN(c3ccccn3)CC2)cc1 in TCR activator is entered as 0%
CCc1cccc(OCC2Cn3c(nc4c3c(=O)n(C)c(=O)n4C)O2)c1 (stereo not given) in CXXC DNA block is entered as -6%
O=C(CCS(=O)(=O)c1ccc(Br)s1)NC1CCCCCC1 in TCR activator is entered as 2%
O=C(N/N=C/c1ccc[nH]1)c1ccccc1OCc1ccc(F)cc1 in TRPV1 agonist is entered as 14
O=C(CN(Cc1ccc(Cl)cc1)C(=O)c1csnn1)NCc1ccccc1 in ELG1 repair inh is entered as -9%
CONc1nc2nonc2nc1NOC in TCR activator is entered as 2%[46.1 µM]
